mIDH1 inhibitor – qHTS for Inhibitors of mutant isocitrate dehydrogenase 1 (IDH1): qHTS; Isocitrate dehydrogenase [NADP] cytoplasmic (Homo sapiens), O75874; 390,000 tested, 0.093% active; IDH1-R132H enzyme, NADPH consumption, diaphorase/resazurin fluorescence; Potency, µM (top dose mostly 76.6 µM), for the others: at the top dose activity change, negative = inhibition, hits mostly inhibitors; also: potency is read from the fitted curve at half-maximal effect; % is scaled to controls: 0 for no effect and ±100 for the full control effect; nearly all actives have a fitted effect of over 65% in size
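IDH1-R132H (0.5 ug/mL) preincubated 30 min with compound, then NADPH (0.016 mM) and alpha-KG (2 mM) added; 80 min at RT, pH 7.5. Remaining NADPH coupled via diaphorase/resazurin to fluorescence (540/590 nm); concentration-response curves normalized to no-enzyme control.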
Pin1 inh – qHTS Assay to Find Inhibitors of Pin1; AID 504891, 2011; 390,000 tested, 0.009% active; Pin1 FP peptide displacement, HiFluor488, 10 min; Peptidyl-prolyl cis-trans isomerase NIMA-interacting 1 (Homo sapiens), Q13526; Potency, µM (series often up to 115 µM), inactives show at the highest dose activity, negative = inhibition, usual class: inhibitors; active = well fitted inhibition curve with a large enough effect in the polarisation, with a control signal flat, not every such curve was filed as active; inconclusive = small, poorly fitted or top-dose-only effect, or effect the other way, or a change in a side signal; inactive = no such curve, though single readings can be large or run the other way; the % refers to the polarisation; also: potency is read from the fitted curve at half-maximal effect; % is scaled to controls: 0 for no effect and ±100 for the full control effect
Target sequence (Q13526 whole entry, looked up): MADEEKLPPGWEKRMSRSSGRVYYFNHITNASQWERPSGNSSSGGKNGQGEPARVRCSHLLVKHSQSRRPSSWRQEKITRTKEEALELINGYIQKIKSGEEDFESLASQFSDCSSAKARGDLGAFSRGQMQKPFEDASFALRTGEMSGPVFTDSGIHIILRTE
D2 agonist – HTS Assay for Allosteric Agonists of the Human D2 Dopamine Receptor: Primary Screen for Agonists; D(2) dopamine receptor (Homo sapiens), P14416; HEK293 T-REx D2 cells, calcium flux agonist mode; activation, % at 2 µM; 340,000 tested, 0.53% active; AID 485358, 2010;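 active = activation over 3 SD above normal in the single-dose calcium agonist read, cut at about 30% in these data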; also: 0% is about no effect
Target sequence (P14416 whole entry, looked up): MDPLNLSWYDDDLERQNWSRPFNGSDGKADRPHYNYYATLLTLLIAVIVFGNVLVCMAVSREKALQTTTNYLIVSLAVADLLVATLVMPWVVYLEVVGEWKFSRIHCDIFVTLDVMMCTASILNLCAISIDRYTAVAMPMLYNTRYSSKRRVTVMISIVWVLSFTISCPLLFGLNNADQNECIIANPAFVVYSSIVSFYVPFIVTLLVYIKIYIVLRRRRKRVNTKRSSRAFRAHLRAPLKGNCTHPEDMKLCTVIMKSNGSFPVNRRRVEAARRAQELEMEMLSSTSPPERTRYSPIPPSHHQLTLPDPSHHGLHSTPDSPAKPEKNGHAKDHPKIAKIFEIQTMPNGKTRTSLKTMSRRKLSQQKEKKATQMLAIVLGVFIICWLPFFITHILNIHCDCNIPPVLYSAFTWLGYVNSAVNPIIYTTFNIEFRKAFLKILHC
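Tetracycline-induced HEK293 Trex cells with D2 receptor force-coupled to calcium signaling, plated overnight at 30 C and loaded with no-wash calcium dye. Calcium flux read kinetically for 180 s after compound addition; responses flag agonists.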
TrxR1 substrate – qHTS Assay for Substrates of Mammalian Selenoprotein Thioredoxin Reductase 1 (TrxR1): qHTS; purified TrxR1 substrate turnover, NADPH consumption readout; 390,000 tested, 0.01% active; AID 588456, 2011; Potency, µM (series often up to 114 µM), without a hit: at the top dose activity change, negative = substrate turnover; Thioredoxin reductase 1, cytoplasmic (Rattus norvegicus), O89049; also: potency is read from the fitted curve at half-maximal effect; % is scaled to controls: 0 for no effect and ±100 for the full control effect; nearly all actives have a fitted effect of over 50% in size
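Rat TrxR1, dispensed at 90 nM, was prereduced with 400 uM NADPH (final) for 5 min at ~22 deg C, then incubated with compound 15 min before 400 uM selenite. A first-read NADPH fluorescence drop versus no-compound background flagged substrates.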
USP1-UAF1 inh – Inhibitors of USP1/UAF1: Primary Screen. Ubiquitin carboxyl-terminal hydrolase 1 (Homo sapiens), O94782. recombinant USP1/UAF1, Ub-Rhodamine cleavage fluorescence. Potency, µM (top dose mostly 57.1 µM), for inactives: top-dose activity change, negative = inhibition, most hits filed as inhibitors. 390,000 tested, 0.23% active; also: potency is read from the fitted curve at half-maximal effect; % is scaled to controls: 0 for no effect and ±100 for the full control effect; nearly all actives have a fitted effect of over 60% in size; inactives centre near -12
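High-throughput fluorogenic screen: 1nM USP1/UAF1 complex, Ub-Rho substrate 150nM final, 50mM HEPES pH 7.8 with 0.5mM EDTA, 0.1 mg/ml BSA, 1mM TCEP and 0.01% Tween-20.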
TRHR PAM – qHTS for Small Molecule Agonists and Allosteric Enhancers of Human TRH Receptor: Primary Screen for Enhancers; 360,000 tested, 0.66% active; TRHR cells, fluo-8 calcium fluorescence, EC20 TRH enhancement; enhancement, % at 2 µM; in the data active = enhancement above about 30%; also: 0% is about no effect
Target sequence (P34981 whole entry, looked up): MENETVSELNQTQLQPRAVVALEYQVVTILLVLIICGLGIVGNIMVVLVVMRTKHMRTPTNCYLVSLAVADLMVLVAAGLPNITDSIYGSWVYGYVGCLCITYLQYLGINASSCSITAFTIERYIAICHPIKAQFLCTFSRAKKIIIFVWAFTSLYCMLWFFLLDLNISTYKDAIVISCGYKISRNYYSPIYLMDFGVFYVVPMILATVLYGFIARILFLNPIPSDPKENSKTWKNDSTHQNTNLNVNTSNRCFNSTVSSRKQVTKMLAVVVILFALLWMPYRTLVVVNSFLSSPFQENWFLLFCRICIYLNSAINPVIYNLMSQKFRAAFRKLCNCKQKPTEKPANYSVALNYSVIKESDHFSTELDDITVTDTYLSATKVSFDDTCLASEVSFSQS
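TRHR-expressing cells loaded with fluo-8 calcium dye were read kinetically (ex 480/em 530) during compound addition, then stimulated with an EC20 of TRH (10 nM final). Enhancement of the Gq-mediated intracellular calcium response was scored.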
D2 antagonist – HTS Assay for Allosteric Antagonists of the Human D2 Dopamine Receptor: Primary Screen for Antagonists; AID 485344, 2010; HEK293 TREx D2 cells, calcium flux, dopamine EC80; inhibition, % at 10 µM; D(2) dopamine receptor (Homo sapiens), P14416; 340,000 tested, 2% active; in the data active = inhibition above about 30%; also: 0% is about no effect
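Inhibition of EC80 dopamine-driven calcium flux, recorded kinetically, defines activity here; cells are a tetracycline-induced HEK293 T-REx line expressing force-coupled D2.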
TrxR1 inh – qHTS Assay for Inhibitors of Mammalian Selenoprotein Thioredoxin Reductase 1 (TrxR1): qHTS | recombinant rTrxR1, NADPH fluorescence consumption, selenite substrate | Potency, µM (top dose mostly 114 µM), inactives show at the highest dose activity change, negative = inhibition, usual class: inhibitors | 390,000 tested, 1% active | Thioredoxin reductase 1, cytoplasmic (Rattus norvegicus), O89049; also: potency is read from the fitted curve at half-maximal effect; % is scaled to controls: 0 for no effect and ±100 for the full control effect; nearly all actives have a fitted effect of over 65% in size
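Rat TrxR1 (90 nM in the dispensed reagent) was pre-reduced with 400 uM NADPH for 5 min at room temperature, then incubated with compound for 15 min. After 400 uM selenite was added, NADPH fluorescence (Ex 340/Em 450 nm) was followed for 8 min.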
TRHR ag – qHTS for Small Molecule Agonists and Allosteric Enhancers of Human TRH Receptor: Primary Screen for Agonists. activation, % at 2 µM. TRHR cells, calcium flux fluo-8, FDSS agonist mode. 360,000 tested, 0.18% active; in the data active = activation above about 30%; also: 0% is about no effect
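Steps: seed TRHR cells overnight; add fluo-8 no-wash Ca dye, RT 30 min–1.5 h; record 10 s baseline; pin-transfer compounds; monitor fluorescence 1 cycle/s for the agonist window. Calcium increases flag candidate agonists.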
Active calls of the source: *; ? = inconclusive; . = not tested or not shown; [ ] = remark or other dose. Unless noted, calls follow the shape of the dose curve; as a rule, active = well fitted inhibition curve with a large enough effect; inconclusive = small, poorly fitted or top-dose-only effect; inactive = no such curve, though single readings can be large or run the other way. Some of the compounds tested; count on the stated rates, not on these rows.

SMILES	mIDH1 inhibitor	Pin1 inh	D2 agonist	TrxR1 substrate	USP1-UAF1 inh	TRHR PAM	D2 antagonist	TrxR1 inh	TRHR ag
C=CCn1c(=O)/c(=C/c2ccsc2)s/c1=C(\C#N)C(=O)NCCN1CCOCC1	8%	?	.	-3%	-11%	.	.	1%	.
CCC(=O)N(Cc1cc2cccc(C)c2[nH]c1=O)c1ccccc1OC	0%	-2%	-0.5	9%	-11%	0	-1	2%	0.0
COc1cccc(CNC(=O)CSc2nc(=O)[nH]c3c2CCC3)c1	-3%	-1%	0.3	8%[57.1 µM]	1%	-8	.	20%[57.1 µM]	0.2
O=C(CC1SC(=Nc2ccccc2)N(Cc2ccccn2)C1=O)Nc1cccc(Cl)c1 (stereo unspecified)	-4%	9%	1.4	-9%	-15%	3	-2	-8%	1.6
Cc1ccc(CN2CCC(n3nccc3NC(=O)C3CCOC3)CC2)cc1C (stereo unspecified)	9%	-3%	0.2	6%	-20%	-4	10	11%	0.5
CC(C)[C@H](NC(=O)c1ccc([N+](=O)[O-])cc1Cl)C(=O)N1CCN(C/C=C/c2ccccc2)CC1	3%	3%	.	2%	-5%	.	.	18%	.
O=C(Nc1ccc(Nc2ccccc2)cc1)c1c(Cl)cccc1Cl	-2%	2%	.	0%	-25%	.	.	7%	.
Cn1c(C2CCCCC2)nc2c1c(=O)[nH]c(=O)n2Cc1ccccc1	-2%	-8%	.	-4%	-25%	-4	.	2%	0.5
CSc1ncc(Cl)c(C(=O)Nc2cc(C)ccc2C)n1	0%	-2%	-2.2	0%	-21%	-2	4	19%	-0.5
CC(=O)NS(=O)(=O)c1ccc(NC(=S)NC(=O)c2ccco2)cc1	-1%	1%	-0.7	-7%	-3%	-7	-16	-9%	0.4
Cc1ccc(NS(=O)(=O)c2cc(C(=O)NCCCN(C)C)ccc2Cl)cc1Cl	9%	-3%	0.4	-2%	-15%	-1	4	-9%	2.3
CNS(=O)(=O)c1cccc2nsnc12	8%	-3%	0.8	11%[57.1 µM]	-11%	5	-1	-18%[57.1 µM]	0.8
Cc1nc2ccn(Cc3ccccc3)c(=O)c2cc1C(=O)Nc1ccc(F)cc1Cl	15%	-6%	-1.0	35%[57.1 µM]	-22%	0	.	9%[57.1 µM]	0.0
CSc1ccc(C2CC(=O)Oc3c2c(=O)n(C)c2ccccc32)cc1 (stereo unspecified)	?	-1%	0.4	13%[11.4 µM]	-9%	5	.	7%	-0.7
O=S(=O)(NC1CC1)c1ccc(S(=O)(=O)N2CCN3CCCC3C2)cc1 (stereo unspecified)	0%	3%	0.5	9%[57.1 µM]	-4%	11	-2	25%[57.1 µM]	-0.8
COc1ccccc1/C=N/n1nnnc1N	4%	-7%	-0.4	3%	-22%	-6	-10	0%	0.4
Cc1ccccc1CN1C(=O)c2ccccc2Sc2ccc(C(=O)OCc3ccco3)cc21	-16%	13%	1.1	0%[57.1 µM]	-36%	1	.	15%[57.1 µM]	0.6
COc1ccc(NC(=O)C(C)N(C)Cc2ccc3ccccc3c2)cc1 (stereo unspecified)	3%	35%[activator]	0.7	-7%[57.1 µM]	-5%	-1	4	1%[57.1 µM]	-2.7
O=C(NCCN1C(=O)S/C(=C\c2ccc(Cl)c([N+](=O)[O-])c2)C1=O)C1=COCCO1	1%	-4%	1.2	3%[57.1 µM]	-22%	-4	10	-5%[57.1 µM]	-0.1
O=C(O)c1ccccc1-c1ccccc1C(=O)Nc1ccccc1	-2%	2%	-0.8	12%[57.1 µM]	-10%	-4	19	-6%	-0.4

Gathered by group, the compounds so far with an NH in an aromatic ring (three)
SMILES	mIDH1 inhibitor	Pin1 inh	D2 agonist	TrxR1 substrate	USP1-UAF1 inh	TRHR PAM	D2 antagonist	TrxR1 inh	TRHR ag
CCC(=O)N(Cc1cc2cccc(C)c2[nH]c1=O)c1ccccc1OC	0%	-2%	-0.5	9%	-11%	0	-1	2%	0.0
COc1cccc(CNC(=O)CSc2nc(=O)[nH]c3c2CCC3)c1	-3%	-1%	0.3	8%[57.1 µM]	1%	-8	.	20%[57.1 µM]	0.2
Cn1c(C2CCCCC2)nc2c1c(=O)[nH]c(=O)n2Cc1ccccc1	-2%	-8%	.	-4%	-25%	-4	.	2%	0.5

Continued:
SMILES	mIDH1 inhibitor	Pin1 inh	D2 agonist	TrxR1 substrate	USP1-UAF1 inh	TRHR PAM	D2 antagonist	TrxR1 inh	TRHR ag
O=C1CCN(Cc2ccc(Cl)cc2)N1	5%	-3%	.	4%	-5%	3	.	33%	0.2
COC(=O)[C@@]1(Cc2ccccc2)[C@H]2C(=O)N(Cc3ccccc3)C(=O)[C@H]2[C@H]2CN=C(SCc3ccc(Cl)cc3)N21	-1%[38.3 µM]	2%	.	3%	-27%	.	.	16%	.
O=C(CSc1nc2ccccc2c(=O)n1CCCN1CCOCC1)N1CCN(c2ccccc2)CC1	1%	-7%	0.0	-4%	-2%	2	3	-2%	-1.8
CCc1cc(=O)oc2cc(C)cc(OCC(=O)NCCN3CCOCC3)c12	0%	4%	-1.2	88%[activator]	-13%	1	-10	32%	-0.7
O=C(c1ccncc1)c1nccn1-c1ccccn1	-1%	-3%	-2.4	5%	12%	-8	-7	24%	0.1
O=[N+]([O-])c1ccc(Nc2nc(N/N=C/c3cccc(F)c3)nc(N3CCCC3)n2)cc1	-3%	5%	-0.4	0%	-11%	-3	4	5%	0.4
Cc1cc(C)nc(NC(N)=NCCc2ccccc2)n1	24%	-5%	.	9%	-13%	.	.	17%	.
O=C(CN1C(=O)/C(=C/c2ccccc2F)Sc2ccccc21)NCCCN1CCOCC1	23%	-5%	0.4	0%	-22%	0	-3	16%	0.1
CCc1cccc(N(C(=O)c2csnn2)C(C(=O)NC2CCCCC2)c2cccnc2)c1 (stereo unspecified)	-3%	3%	0.5	4%	-19%	2	28	23%	-1.6
CC1(C)NC(=O)N(CC(O)CN(Cc2ccccc2)Cc2ccccc2)C1=O (stereo unspecified)	1%	-1%	-0.2	-7%	-21%	-4	6	-16%	2.1
CC(CN1CCCCC1)OC(=O)CCc1ccccc1 (stereo unspecified)	-6%	-5%	-0.6	-13%	-14%	-5	5	-10%	-0.3
O=C(OCC(=O)N1CCN(C(=O)c2ccco2)CC1)c1sc2cc(F)ccc2c1Cl	16%	-4%	-0.5	2%[57.1 µM]	0%	-1	-6	-2%	-0.8
COc1ccccc1CNC(=O)Cn1cc2c(n1)-c1c(oc(C(=O)N3CCOCC3)c1C)CC2	5%	-1%	-0.5	5%	-20%	1	.	6%	-0.1
CC1CCN(S(=O)(=O)c2cccc(C(=O)Oc3ccc([N+](=O)[O-])cc3)c2)CC1	0%	-1%	-2.5	-12%	0%	-4	0	-4%	0.0
COC(=O)Cc1c(O)ccn(CCc2c[nH]c3ccccc23)c1=O	-4%	14%	0.4	6%	-22%	-2	11	28%	0.2
Cc1ccc(C(=O)N/C(=C\c2ccccc2)C(=O)NCCN2CCOCC2)cc1	4%	5%	0.3	6%[57.1 µM]	-7%	5	10	3%[57.1 µM]	2.6
Cc1ccc(S(=O)(=O)N2[C@@H](c3ccc(Br)cc3)C(C(=O)O)=CC[C@H]2c2ccc(Cl)c(Cl)c2)cc1	-15%	.	.	-9%	?	.	.	-7%	.
COc1ccccc1C(=O)Nc1ccc(N2CCN(S(C)(=O)=O)CC2)cc1	4%	-3%	0.5	15%	-11%	-7	22	8%	0.8
NC(=O)C1CCCN(C(=O)c2ccc(S(=O)(=O)N3CCCCCC3)cc2)C1 (stereo unspecified)	-3%	-9%	-0.7	6%	-19%	6	0	8%	1.0
Cc1ccccc1OCC(=O)Nc1ccc([N+](=O)[O-])cc1	5%	3%	0.5	13%[57.1 µM]	?	21	3	37%	-0.5
O=C(CSc1nnc(-c2ccc(O)cc2)n1Cc1ccco1)c1cccs1	0%	4%	1.3	2%	-5%	4	-10	-21%	-0.1
CCc1ccc(N(C(=O)c2snc(C(N)=O)c2N)C(C(=O)NC2CCCC2)c2ccco2)cc1 (stereo unspecified)	-25%	5%	-0.8	-13%	-13%	-12	-16	-10%	-0.6
Cc1ccc(SCC(=O)Nc2cc(S(=O)(=O)N3CCCCC3)ccc2C)cc1	3%	0%	.	11%[57.1 µM]	-20%	.	.	16%[57.1 µM]	.
CCOc1ccc(NC(=O)c2cccc3c2C(=O)N(Cc2cccnc2)C3)cc1	5%	-4%	0.6	-11%	-14%	12	-6	-11%	-0.5
CCCC(=O)Nc1ccc(S(=O)(=O)Nc2cc(C)nc(C)n2)cc1	6%	5%	0.0	4%	-19%	-7	11	15%	-0.3
COc1ccccc1CN(C)CC(=O)Nc1cccc(S(=O)(=O)N2CCCCC2)c1	5%	0%	1.0	-5%	-26%	-6	4	1%	0.4
COc1ccc(Cc2nnc(NS(=O)(=O)c3ccc([N+](=O)[O-])cc3)s2)cc1	2%	-2%	0.7	-2%	?	1	1	0%	0.1
O=[N+]([O-])c1cccc(-c2nnc3ccc4ccccc4n23)c1	0%	-6%	-1.4	-14%	-24%	6	-10	-18%	-1.2

Screens (PubChem BioAssay)
